# Source: PubChem
# Y pestis TopoI – inhibitors of Yersinia pestis topoisomerase I. Y. pestis Topo-I cleavage product accumulation, plate reader. activity, % at 10 µM. actives 0.064% (n = 360,000); in the data active means activity above about 50%, passing the limit was not always enough; inconclusive means no clear call, values can overlap the other calls; further: inactives centre near 2
# SSB-PriA inh – inhibitors of Klebsiella pneumoniae PriA binding to SSB C-terminal tail; AlphaScreen SSBct-PriA binding, biotinylated peptide; inhibition, % at 33 µM; actives 0.6% (n = 430,000); AID 1272365; in the data active means inhibition mostly above about 37%, no sharp cut-off; inactive means mostly below about 20%;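 further: plate controls were negative control peptide for no effect and reference peptide for full effect; strong numbers were not always called active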
# VHR inh abs – inhibitors of human VHR1 phosphatase (DUSP3); actives 0.52% (n = 290,000); recombinant VHR phosphatase, pNPP absorbance; inhibition, % at 13.3 µM; in the data active means inhibition above about 50%; further: some compounds called inactive have numbers as strong as hits
# Target sequence (P51452 whole entry, looked up): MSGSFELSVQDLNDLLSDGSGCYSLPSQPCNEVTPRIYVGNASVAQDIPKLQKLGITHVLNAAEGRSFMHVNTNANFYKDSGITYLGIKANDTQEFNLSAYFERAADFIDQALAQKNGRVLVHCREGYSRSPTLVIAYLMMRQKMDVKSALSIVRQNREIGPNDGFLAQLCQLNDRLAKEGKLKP
# SARS 3CLpro inh – SARS-CoV 3CLpro protease inhibition; recombinant SARS-CoV 3CLpro, quenched FRET peptide cleavage; inhibition, % at 6 µM; actives 0.14% (n = 290,000); AID 1706; in the data active means inhibition above about 12%
# Rv3671c inh – inhibitors of M. tuberculosis serine protease Rv3671c. inhibition, % at 5.96 µM. actives 0.048% (n = 320,000). P9WHR9; in the data active means inhibition above about 38%;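 further: extracellular domain of Rv3671c used as enzyme; 0% = enzyme with DMSO and 100% = no enzyme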
# Target sequence (P9WHR9 whole entry, looked up, the tested form may be a part): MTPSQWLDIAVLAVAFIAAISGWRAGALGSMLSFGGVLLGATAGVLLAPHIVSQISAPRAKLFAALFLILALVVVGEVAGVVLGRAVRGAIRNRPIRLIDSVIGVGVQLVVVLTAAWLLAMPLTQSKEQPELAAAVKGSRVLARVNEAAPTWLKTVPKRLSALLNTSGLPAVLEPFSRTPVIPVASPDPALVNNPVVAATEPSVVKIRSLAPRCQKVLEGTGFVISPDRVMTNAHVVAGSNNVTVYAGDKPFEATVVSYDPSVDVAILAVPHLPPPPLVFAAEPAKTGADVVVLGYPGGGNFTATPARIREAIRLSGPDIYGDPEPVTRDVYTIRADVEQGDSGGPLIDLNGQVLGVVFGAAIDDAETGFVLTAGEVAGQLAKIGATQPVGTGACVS
# BH1578 lux ind – inducers of Vibrio cholerae quorum light production without autoinducers; activation, % at 18.7 µM; AID 588436; V. cholerae BH1578 lux reporter, luminescence, 6 h; actives 0.16% (n = 350,000); in the data active means activation mostly above about 9.7%, no sharp cut-off; inconclusive means no clear call, values can overlap the other calls; inactive means mostly below about 3.7%; further: not every result past the cut was called active; inactives centre near 0; reference of the scale not given here
# MazEF act – increases E. coli MazEF RNase cleavage of RNA; P0AE70; FAM/BHQ RNA-DNA oligo cleavage fluorescence, 5 h; activation, % at 20 µM; actives 0.32% (n = 350,000); AID 504720; in the data active means activation above about 50%
# Target sequence (P0AE70 whole entry, looked up): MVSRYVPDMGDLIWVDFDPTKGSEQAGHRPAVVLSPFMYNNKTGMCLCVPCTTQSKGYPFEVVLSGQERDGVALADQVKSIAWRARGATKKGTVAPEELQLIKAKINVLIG
# TcdB inh – TcdB glycohydrolase inhibition; P18177; TcdB glycohydrolase enzymatic assay, plate reader; inhibition, % at 9.99 µM; actives 0.24% (n = 350,000); AID 652162; in the data active means inhibition above about 10%
# PfHsp40 rescue – compounds rescuing yeast from Plasmodium falciparum HSP40 toxicity | S. cerevisiae expressing PfHsp40, growth rescue, ATP luminescence | actives 0.68% (n = 340,000) | growth rescue, % at 12.5 µM; in the data active means growth rescue above about 28%, passing the limit was not always enough; inconclusive means no clear call, values can overlap the other calls;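 further: yeast W303a lacking pdr1 and pdr3 grown in galactose medium; growth measured after three days at 30 °C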
# Anthrax LF inh2 – inhibitors of Bacillus anthracis lethal factor protease | multiplex microsphere protease cleavage assay, LF | inhibition, % at 10 µM | actives 0.12% (n = 360,000) | AID 588501; in the data active means inhibition above about 30%; inconclusive means no clear call, values can overlap the other calls; further: plate controls were buffer without enzyme for full effect and enzyme alone for no effect
# Active calls of the source: *; i = inactive; ? = inconclusive; · = not tested or not shown; & = joins results of further samples. These rows are one share of the data; rates above refer to the full screens.
# Start of the data: the first 2 compounds as a preview:
compound	Y pestis TopoI	SSB-PriA inh	VHR inh abs	SARS 3CLpro inh	Rv3671c inh	BH1578 lux ind	MazEF act	TcdB inh	PfHsp40 rescue	Anthrax LF inh2
CCOC(=O)c1c(-c2ccc(F)cc2)csc1/N=C/N(C)C	3	·	19	0	0	-0.3	-7	0.3	-2.7	-3
CCN1C(=O)[C@@H]2[C@H](C1=O)[C@@H]1CC(C(=O)OC)=C[C@@H](C(=O)OC)C3C1=C(C(=O)C3(CC)CC)[C@@H]2C (stereo partly specified)	·	1	·	·	7	·	4	-0.5	·	·

# Results, previewed entries included:
compound	Y pestis TopoI	SSB-PriA inh	VHR inh abs	SARS 3CLpro inh	Rv3671c inh	BH1578 lux ind	MazEF act	TcdB inh	PfHsp40 rescue	Anthrax LF inh2
CCOC(=O)c1c(-c2ccc(F)cc2)csc1/N=C/N(C)C	3	·	19	0	0	-0.3	-7	0.3	-2.7	-3
CCN1C(=O)[C@@H]2[C@H](C1=O)[C@@H]1CC(C(=O)OC)=C[C@@H](C(=O)OC)C3C1=C(C(=O)C3(CC)CC)[C@@H]2C (stereo partly specified)	·	1	·	·	7	·	4	-0.5	·	·
O=C(N/N=C(\c1ccccc1)c1ccccn1)c1cccc([N+](=O)[O-])c1	-2	·	37	-1	13	i	-13	·	1.3	4
CCOC(=O)CNS(=O)(=O)c1ccc(S(=O)(=O)NC2CC2)cc1	-13	5	-14	-2	-1	-0.8	5	0.4	-1.0	6
CCCCN(C(=O)CCC(=O)Nc1cc(C)on1)C(C(=O)NC1CCCC1)c1ccccc1C (stereo unspecified)	8	-16	10	5	0	-0.2	-1	0.9	-1.0	2
Cc1ccc(NC(=O)c2cccc3cccnc23)cc1	13	-22	7	-3	-1	-0.1	3	2.8	3.3	-5
NC(=S)N/N=C/c1ccc(OC(=O)c2cccnc2)cc1	-1	·	-14	-5	-2	i	-7	3.6	0.7	2
COc1cc2c(cc1NC(=S)Nc1cccc3ccccc13)oc1ccccc12	-4	33	9	6	-4	0.6	0	·	2.4	2
CCC(=O)c1ccc(OCC(O)CN2CCN(c3ccccn3)CC2)cc1 (stereo unspecified)	18	1	10	-2	4	-0.9	5	-6.4	-0.6	-7
CCOc1ccc2oc(C(=O)NCC3CCCO3)c(C)c2c1 (stereo unspecified)	2	-16	5	-3	1	0.5	3	1.6	0.1	-1
O=C(CN1C(=O)C2C3C=CC(C3)C2C1=O)Nc1ccc(F)cc1 (stereo unspecified)	5	-16	-7	-2	-8	-2.0	1	-0.1	2.0	-1
O=C(O)c1cccc2c1Cc1cc([N+](=O)[O-])ccc1-2	1	5	·	·	·	i	-23	2.0	118*	1
CCc1c(O)nc(SCC(=O)Nc2ccccc2)n(C(C)CC)c1=O (stereo unspecified)	4	10	24	-7	-4	i	5	-0.1	4.1	0
O=C(/C=C/c1ccccc1)N1CCN(c2c(Cl)cccc2[N+](=O)[O-])CC1	-2	-2	-4	4	-6	-0.1	7	0.0	6.8	-2
O=[N+]([O-])c1cc2c(cc1/C=N/Nc1nc(N3CCCC3)nc(N3CCCC3)n1)OCO2	3	·	5	3	-9	1.1	9	·	-1.5	1
COc1ccc(NC(=S)Nc2ccccc2OC)c(OC)c1	-15	5	-3	-2	0	2.3	13	0.1	-0.1	-5
Cc1cccc(OCc2nc(-c3ccc(-n4cccc4)cc3)no2)c1	-2	-23	-2	-4	9	-0.1	6	-3.9	-0.5	5
CC1(C)N=C(c2ccccc2)C(c2ccccc2)=N1	2	-14	·	·	·	i	14	0.5	-0.6	0
CCN(CC)S(=O)(=O)c1ccc(N2CCOCC2)c(NC(=O)c2cnccn2)c1	7	-8	2	-5	-17	i	0	·	0.1	-6
ClCC1CN(Cc2ccccc2Cl)CCO1 (stereo unspecified)	-7	4	8	8	0	i	10	-2.0	-1.7	4
Cc1coc2cc3oc(=O)c(Cc4ccccc4)c(C)c3cc12	1	4	22	-2	-1	-0.4	3	1.3	-0.4	-2
COc1ccc(-c2cc(-c3ccco3)[nH]c(=O)c2C#N)cc1OC	-1	3	-5	6	-1	-0.2	-41	0.8	0.8	-8
CC1CCN(C(=O)CNC(=O)CNC(=O)Cc2ccccc2)CC1	0	4	10	1	4	i	10	0.7	3.4	0
CCOC(=O)c1[nH]c(C)c(/C(O)=C2\C(=O)C(=O)N(CCN3CCOCC3)C2c2cccs2)c1C (stereo unspecified)	5	·	16	-2	4	·	-6	·	-1.6	4
CC12CCC(C(=O)NNC(=O)c3ccc(Br)cc3)(OC1=O)C2(C)C (stereo unspecified)	4	-1	12	-1	-2	i	6	0.6	0.4	-3
Cc1c(C#N)c2ncn(CCCN(C)C)c(=O)c2n1-c1ccccc1	0	-3	30	-1	-1	-2.6	-10	·	-1.4	1
Cc1nnc(SCc2cccs2)[nH]c1=O	2	-18	-8	0	1	-0.4	1	·	1.4	3
CN(CC(=O)Nc1ccc(F)c(F)c1F)C(=O)C1CC(=O)N(C2CCCC2)C1 (stereo unspecified)	-9	-8	·	·	·	i	2	3.3	0.1	-3
CC[C@]12c3[nH]c4cc(-c5ccco5)ccc4c3CCN1C(=O)[C@@H](CC(=O)NCc1cccc(C(F)(F)F)c1)C[C@@H]2C(=O)N1CCN(C(=O)C2CC2)CC1	25	13	·	·	·	-0.5	12	1.8	0.6	-2
CCN1CC2(COC(=O)c3ccccc3N)CCC(OC)C34C5CC6C(OC)CC(O)(C5C6OC)C(O)(C(OC)C23)C14 (stereo unspecified)	17	4	19	5	-3	5.6	16	·	14	0
CCN1C(=O)c2cccc3c(S(=O)(=O)Nc4ncccc4C)ccc1c23	8	0&-11&-17	24	3	-2	-4.8	0	·	-1.1	-10
COc1ccc(CCn2c(NN=C(C)C)nc3c2c(=O)[nH]c(=O)n3C)cc1	-3	2	-12	1	1	-0.3	5	-0.3	0.3	-11
Cc1[nH]c(=O)c(C(=O)/C=C/c2ccccc2)c2c1CCCC2	3	7	3	-5	5	i	6	·	0.2	5
COc1cc(CNn2c(C)n[nH]c2=S)cc(Cl)c1OCc1ccc(F)cc1	-4	-2	-21	5	-5	2.6	-1	·	2.5	-1
CCCN1C(=O)c2cccc3c(N4CCCCC4)ccc(c23)C1=O	-5	-130	1	-21	3	-0.3	-200	·	0.0	14
CS(=O)(=O)N(CC(=O)N1CCC(C(N)=O)CC1)c1ccc(Cl)c(C(F)(F)F)c1	-3	-1	4	5	7	i	-3	·	-0.8	-5
CC[C@]12c3[nH]c4ccc(Cl)cc4c3CCN1C(=O)[C@@H](CC(=O)NCC13CC4CC(CC(C4)C1)C3)C[C@@H]2C(=O)N1CCN(C(=O)c2ccco2)CC1	31	-8	·	·	·	i	2	0.4	1.2	-1
O=C(NCCCN1CCCC1=O)c1cccnc1	3	-13	-18	-2	-6	-0.5	-1	·	-0.6	1
CC1CC(=O)Nc2ccccc2N1C(=O)Cn1cnc2ccccc2c1=O (stereo unspecified)	-4	3	·	·	4	2.7	-2	-4.2	0.1	5
O=C(O)CSc1nnc(Cc2ccccc2)n1Cc1ccccc1	-1	-9	12	5	-7	-2.9	-6	·	0.5	-4
Cc1cccc(C)c1NC(=O)C1CCCN(CCCc2ccccc2)C1 (stereo unspecified)	-1	-8	-16	3	·	-1.3	2	·	2.9	0
NC(=O)c1cc([N+](=O)[O-])ccc1Nc1ccccc1	6	-2	·	·	13	i	-13	5.1	48*	0
CCc1cccc(CC)c1N(COC)C(=O)Cn1c(C(C)O)nc2ccccc21 (stereo unspecified)	19	-15	-16	-3	-1	1.2	3	·	1.8	-6
CCOC(CC(=O)NNC(=O)c1c(-c2ccccc2Cl)noc1C)OCC	-11	-6	10	4	-1	i	2	0.8	0.1	-13
COc1ccc(C(=O)Nc2ccc(Cl)c(Cl)c2)c(OC)n1	0	-6	1	1	-4	1.0	-6	·	-1.4	0
Cn1c(SCC(=O)NCc2ccco2)nnc1-c1ccccc1	-3	-15	9	1	2	-1.1	4	·	1.3	-1
N#CCCCc1cc2cc(F)ccc2cn1	2	-2	·	·	-1	-0.4	5	0.4	0.6	-7
CSCCC(NC(=O)COc1ccccc1)C(=O)N1CCOCC1 (stereo unspecified)	7	-12	·	·	1	-2.5	6	0.7	-0.4	2
COc1ccc(CCNC(=S)Nc2ccccc2)cc1	8	5	9	2	2	i	-4	2.1	0.8	3
CC(=O)NC(Cc1ccccc1)C(=O)OCC(=O)c1ccccc1 (stereo unspecified)	-2	5	-2	-2	-2	i	4	·	1.0	1
Clc1cccc2sc(-c3nnc(-c4ccccc4)o3)c(Cl)c12	-3	-4	·	-2	-6	i	-7	·	-1.1	-6
O=S(=O)(c1ccccc1)N1CCC2(CC1)OCCN2S(=O)(=O)c1cccs1	-1	1	·	·	·	i	0	1.0	-0.3	-1
CC1Cc2ccccc2N1S(=O)(=O)c1cccc(C(=O)c2nccn2C)c1 (stereo unspecified)	-11	-10	16	5	-9	-0.9	-3	0.6	1.0	5
COC(=O)c1ccc(CN2CCC(Oc3cccc(C(=O)N4CCCC4)c3)CC2)cc1	25	10	14	4	-8	i	2	1.8	-1.5	4
O=S(=O)(Nc1cc2nc3ccccc3nc2n1Cc1ccccc1)c1ccc(Cl)cc1	-4	15	-10	2	-231	i	30	-0.3	0.1	9
Cc1ccc(NC(=O)c2cc(S(=O)(=O)N3CCC4(CC3)OCCO4)ccc2F)cc1	15	-18	2	-2	4	-0.2	10	·	1.1	0
O=C(O)CNC(=O)c1ccc(Oc2c(F)c(F)c(Oc3ccc(C(=O)NCC(=O)O)cc3)c(F)c2F)cc1	-6	-10	-11	7	9	0.0	-14	0.7	1.1	-7
Cn1c(=O)cc(OCCCC(=O)Nc2cccnc2)c2ccccc21	-5	-17	18	-6	7	11	-10	·	0.3	-2
CC1CCCN(S(=O)(=O)c2ccc(NC(=O)Cc3ccc(S(=O)(=O)N4CCOCC4)s3)cc2)C1 (stereo unspecified)	10	-5	·	·	-67	-2.9	-18	-3.2	-1.4	1
Cc1nn(-c2ccccc2)c2sc(C(=O)NC3CC3)cc12	9	-18	0	1	-10	-0.4	5	·	0.7	?

# Continued.
compound	Y pestis TopoI	SSB-PriA inh	VHR inh abs	SARS 3CLpro inh	Rv3671c inh	BH1578 lux ind	MazEF act	TcdB inh	PfHsp40 rescue	Anthrax LF inh2
COCCC(=O)N1CCC(Oc2ccc(C(=O)N(C)Cc3cc(C)no3)cc2)CC1	1	-3	12	1	-8	-1.1	7	-0.6	-1.3	-1
COCCCNC(=O)c1ccccc1SC	2	-12	1	3	-5	-8.8	-5	0.3	0.6	-8
Cc1cc(N2CCC(C(=O)Nc3ccc(F)cc3)CC2)nc(-c2ccccc2)n1	9	-7	22	-1	-27	·	2	·	0.2	-3
COc1ccc(NC(=O)CNC(c2ccccc2)c2ccccc2)cc1Cl	10	-10	3	4	-8	-0.6	15	0.1	-0.3	4
CCN(CC)S(=O)(=O)c1ccc(O)c(C(=O)OCC(=O)Nc2cc(C)c(C)cc2[N+](=O)[O-])c1	29	-1	21	0	-3	i	-1	1.1	-1.3	4
Cc1ccc2c(c1)N(CC(=O)NC(C)CCc1ccccc1)C(=O)c1cccnc1O2 (stereo unspecified)	25	-10	29	7	-8	-0.3	8	1.3	-1.1	-3
COc1ccc(N2C(=O)/C(=C/c3ccc([N+](=O)[O-])cc3)C=C2c2ccccc2)cc1	3	19	4	-6	-4	i	9	·	5.0	-3
Cc1nc(N)[nH]c(=O)c1CCCNS(=O)(=O)c1ccc([N+](=O)[O-])cc1	-5	-7	·	·	·	-3.3	5	0.9	0.2	-2
O=C(CN1CCN(CC(=O)Nc2ccccc2Cc2ccccc2)CC1)Nc1ccccc1Cl	20	-23	26	0	1	-6.9	10	0.0	-0.5	-6
